# Source: PubChem
# NOD1 inhibition = NOD1 signaling inhibitors, primary screen, cell-based, luminescence, uHTS (AID 1578); NOD1-driven NF-kB luciferase reporter cells, luminescence; higher % means a stronger effect; inhibition, % at 4 µM; hits with a dose series show EC50 in µM; 290,000 tested, 1% active; in the data active means inhibition mostly above about 36%, no sharp cut-off; inactive means mostly below about 34%;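 further: HEK-293T reporter cells stimulated with the NOD1 agonist gamma-tri-DAP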
# KOR beta-arrestin-1 = kappa opioid receptor blockers – cell-based, luminescence, uHTS (AID 1778) | KOR beta-arrestin recruitment, luminescence, antagonist mode; higher % means a stronger effect | 290,000 tested, 0.091% active | one-dose inhibition, % at 10 µM; IC50 in µM for titrated hits; further: strong numbers were not always called active
# Rac1 GTP hydrolysis = MgcRacGAP GTPase-activating activity inhibitors, confirmation, biochemical, ADP Hunter fluorescence. MgcRacGAP-stimulated Rac1 GTP hydrolysis, ADP Hunter fluorescence; higher % means a stronger effect; GST-tagged Rac1 F28L mutant substrate. one-dose inhibition, % at 30 µM; IC50 in µM for titrated hits. 340,000 tested, 0.6% active. AID 624330;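 active means first-screen hits whose inhibition reached a set limit at any dose in the follow-up dose series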;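 further: fluorescence reports GDP produced by GAP-driven GTP hydrolysis; strong numbers were not always called active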
# Large T inhibition = TAg ATPase/helicase activity blockers – biochemical (AID 1903); SV40 large T antigen ATPase/helicase inhibition assay; higher % means a stronger effect; inhibition, % at 20 µM, or IC50 in µM where a hit was titrated; 310,000 tested, 0.39% active; in the data active means a potency from the dose series; further: strong numbers were not always called active
# KOR beta-arrestin-2 = kappa opioid receptor activators – cell-based, luminescence, uHTS, primary screen (AID 1777) | KOR beta-arrestin recruitment, luminescence; higher % means a stronger effect | activation, % at 10 µM, or EC50 in µM where a hit was titrated | 280,000 tested, 0.02% active; in the data active means activation above about 50%, passing the limit was not always enough; further: a part of the inactive calls stands beside numbers as strong as those of hits
# NOD2 inhibition = NOD2 signaling inhibitors, cell-based, luminescence, uHTS, HEK293 (AID 1566); 290,000 tested, 0.63% active; HEK293 NOD2/NF-kB luciferase reporter, luminescence; higher % means a stronger effect; inhibition, % at 4 µM, or EC50 in µM where a hit was titrated; further: many of its hits are not listed in these tables
# GPR55 activation = GPR55 agonists via beta-arrestin recruitment, primary screen, imaging, U2OS cells, beta-arrestin-GFP redistribution (AID 1961); U2OS GPR55 beta-arrestin-GFP redistribution imaging; higher % means a stronger effect; activation, % at 10 µM; hits with a dose series show EC50 in µM; 290,000 tested, 0.048% active;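 active means activation above 40% with more than 50 cells counted in the well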;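 further: U2OS osteosarcoma cells stably expressing GPR55 and beta-arrestin-GFP; plate controls were DMSO negative control for no effect and LPI positive control for full effect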
# GPR55 antagonists = inhibition of LPI-stimulated GPR55 beta-arrestin translocation – imaging, U2OS, beta-arrestin-GFP, LPI agonist, primary screen (AID 2013) | 290,000 tested, 0.13% active | inhibition, % at 10 µM, or IC50 in µM where a hit was titrated | U2OS GPR55 beta-arrestin-GFP translocation imaging, LPI antagonism; higher % means a stronger effect;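 active means spots per cell inhibited over 60%, with over 100 cells counted and total cytoplasm intensity under 500,000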;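 further: U2OS cells stably carrying GPR55 and arrestin-GFP stimulated by 5 µM LPI near EC80; imaged beta-arrestin-GFP aggregate spots per cell after agonist stimulation; plate controls were LPI-stimulated DMSO wells for no effect and DMSO wells without LPI for full effect; some results filed as inactive read as strong as hits; confirmed hits need IC50 under 10 µM and bright autofluorescent wells are also inconclusive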
# HIV peptide binding = inhibitors of HIV fusion peptide binding, primary screen, biochemical, uHTS, fluorescence dequenching (AID 1986). cell-free peptide binding, fluorescence dequenching, 30 min; higher % means a stronger effect. inhibition, % at 20 µM; hits with a dose series show IC50 in µM. 290,000 tested, 0.3% active; in the data active means inhibition mostly above about 52%, no sharp cut-off; inactive means mostly below about 76%; further: some results filed as inactive read as strong as hits
# Starred values were filed as active, the others as inactive; · = no result given; [ ] = dose if it differs, or a comment. Unless noted, no stated cut-off is given here; in the data, active means inhibition above about 50%; inactive means the rest. A portion of the library; the hit share may differ from the screen's.
# Values run as follows: NOD1 inhibition	KOR beta-arrestin-1	Rac1 GTP hydrolysis	Large T inhibition	KOR beta-arrestin-2	NOD2 inhibition	GPR55 activation	GPR55 antagonists	HIV peptide binding
- C#CCOCCOCCOCCNc1nc(N2CCN(C(=O)[C@H]([C@@H](C)CC)n3cc([C@@H](N)CC(C)C)nn3)CC2)nc(N2CCN(C(=O)[C@H](CCCCN)n3cc([C@@H](N)CO)nn3)CC2)n1
 : 5%	-8%	17%	4%	5.6%	9%	-0.2%	8%	-1.1%
- Cc1cccc(NC(=O)c2cc(N3CCOCC3)nc3ccccc23)c1
 : -5%	-28%	-2%	-3%	1.2%	-22%	-0.2%	-3%	1.3%
- COc1cc(/C=C/C(=O)N2CCCc3ccccc32)cc(OC)c1OC
 : 4%	14%	7%	2%	2.1%	6%	-0.2%	2%	1.5%
- COc1ccc(CCN(C)C(=S)NC(=O)c2ccc(F)cc2Cl)cc1OC
 : -30%	8%	4%	4%	-2.1%	7%	0.6%	-8%	2.1%
- CCN(CC)S(=O)(=O)c1ccc(N(C)Cc2cccc(OC)c2OC)nc1
 : -16%	-14%	10%	10%	-0.3%	17%	-0.1%	5%	-2.4%
- Cc1ccc2c(c1)N=C(c1ccccc1)CC(C(Cl)Cl)=N2
 : -8%	9%	13%	14%	1.1%	-127%	-0.2%	7%	12%
- COC(=O)CC1SC(=O)NC1=Nc1ccccc1 (stereo not drawn)
 : 37%	30%	5%	17%	-0.9%	3%	-0.1%	-2%	3.3%
- COc1cc(OC)c(NS(=O)(=O)c2c(C(=O)N3CCCCC3)c(C)n(C)c2C)cc1Cl
 : -18%	3%	6%	6%	0.1%	26%	0.2%	-1%	-0.5%
- Cc1c(NC(=O)CN2CCN(C(=O)c3ccco3)CC2)c(=O)n(-c2ccccc2)n1C
 : 23%	-36%	3%	6%	2.3%	8%	-0.1%	·	2.8%
- COC(=O)CNC(=O)CN1C(=O)NC2(CCCc3ccccc32)C1=O (stereo not drawn)
 : 3%	0%	9%	25%	-2.7%	-45%	0.6%	76%	-0.3%
- CCOC(=O)COc1coc(CN2CCN(c3cccc(Cl)c3)CC2)cc1=O
 : -7%	-25%	6%	7%	4.6%	8%	-0.1%	-2%	1.9%
- COc1ccc(/C(N)=N/OC(=O)c2cccc([N+](=O)[O-])c2)cc1
 : -70%	-16%	10%	16%	-2.9%	-52%	-0.1%	-1%	2.1%
- CC(C)NC(=O)C1(S(=O)(=O)c2ccccc2)CC=CC1
 : -17%	-32%[20 µM]	2%	5%	-1.1%	1%	-0.2%	0%	0.1%
- N#CC1(c2ccccc2)CCCN1C(=O)c1ccco1 (stereo not drawn)
 : 7%	-1%	11%	15%	-6.0%	-10%	0.2%	6%	46%
- Cc1occc1-c1n[nH]c(=S)n1C
 : -20%	10%	8%	13%	-2.7%	10%	-0.1%	2%	2.2%
- COC(=O)c1ccc(-c2ccco2)n1Cc1cc(C)ccc1C
 : -55%	2%	4%	8%	-5.4%	2%	-0.1%	3%	0.1%
- CC1=C(C#N)C(c2ccc(O)cc2)C2=C(CCCC2=O)N1 (stereo not drawn)
 : -29%	8%	6%	-3%	-0.3%	14%	-0.2%	15%	0.5%
- N#C/C(=C\c1ccc(C#N)cc1)C(=O)N1CCCC1
 : -15%	-56%	6%	15%	0.3%	7%	1.1%	-15%	0.0%
- Cc1ccc(CC(=O)NCC(c2ccco2)N(C)C)cc1C (stereo not drawn)
 : -2%	-28%	8%	10%	9.0%	-7%	-0.3%	-2%	3.0%
- Cc1nn2c(C)c(C(=O)Nc3ccccc3)cnc2c1-c1ccccc1
 : -18%	-12%	1%	6%	4.1%	11%	0.0%	0%	-0.1%
- O=C(N/N=C/c1cccnc1)c1cccc(NC(=O)c2ccc(Cl)cc2)c1
 : -43%	-27%	7%	2%	2.1%	0%	0.2%	-5%	16%
- OCCN=C1CCCc2c1[nH]c1ccc(Br)cc21
 : 31%	-18%	16%	0%	10%	14%	0.0%	-19%	-1.8%
- Cc1cc(=O)n2nc(N3CCCC(C(=O)NCCc4ccc(Cl)cc4)C3)sc2n1 (stereo not drawn)
 : -25%	-9%	1%	13%	0.2%	14%	-0.2%	11%	0.1%
- CCOCCCNC(=O)c1cc2c(=O)[nH]c3ccccc3c2s1
 : 3%	-3%	5%	16%	2.4%	20%	0.2%	25%	1.6%
- O=C(N/N=C/c1c[nH]c2ccc(Br)cc12)c1ccn(Cc2ccc(Cl)cc2)n1
 : 7%	-20%	11%	-3%	-2.6%	9%	-0.1%	14%	-0.7%
- CN(C)CCNC(=S)Nc1ccccc1Cl
 : -22%	13%	6%	13%	5.0%	1%	0.2%	13%	2.9%
- O=C(C1=C[C@H](c2ccc3c(c2)OCO3)C[C@H](OCCCCO)O1)N1CCN(Cc2ccccc2)CC1
 : 16%	-7%	-19%	6%	4.4%	3%	0.1%	-6%	0.1%
- Cc1ccc(CNC(C)c2ccccc2)cc1 (stereo not drawn)
 : -20%	5%	5%	8%	-0.9%	-2%	0.3%	6%	-0.8%
- CCn1c(SCC(=O)Nc2cccc(O)c2)nc2c1c(=O)n(C)c(=O)n2C
 : -4%	-60%	-3%	0%	1.4%	1%	-0.2%	-4%	-0.6%
- Cc1ccc(OCc2cc(C(=O)NCc3cnn(-c4cccc(F)c4)c3)no2)cn1
 : 7%	6%	4%	1%	-1.1%	16%	-0.1%	14%	2.5%
- CCCCN(C(=O)c1ccc(Cl)c([N+](=O)[O-])c1)c1c(N)n(CCC)c(=O)[nH]c1=O
 : -27%	10%	0%	7%	-3.6%	5%	0.1%	12%	-1.6%
- Cc1nn(CC(=O)Nc2ccc3c(c2)OCO3)c(C)c1[N+](=O)[O-]
 : -44%	-3%[20 µM]	4%	7%	-8.0%	-5%	0.5%	-6%	-2.7%
- Cc1ccccc1OCC(=O)Nc1ccc(N2CCN(C(=O)C(C)C)CC2)c(Cl)c1
 : 27%	4%	7%	13%	0.4%	27%	0.2%	14%	1.5%
- Cc1cc(=O)[nH]c2c3ccccc3nn12
 : -16%	23%	8%	7%	2.5%	13%	-0.3%	9%	-1.8%
- CCn1c(=O)c2cc(C(=O)Nc3cccc(C(C)=O)c3)sc2c2ccccc21
 : -10%	-248%	8%	12%	63%	-17%	-0.1%	7%	0.2%
- O=C1CC[C@@H](OCc2ccccc2)CCN1CC[C@H](Sc1ccccc1)c1ccccc1
 : 15%	-38%[20 µM]	0%	16%	·	7%	0.2%	-1%	-2.1%
- COc1ccc(C(CCN2CCCC(C)C2)c2c(OC)cc(OC)c3c(C)cc(=O)oc23)cc1 (stereo not drawn)
 : -3%	-8%	9%	0%	0.5%	16%	0.6%	11%	1.0%
- COc1cc(C(=S)N2CCOCC2)ccc1OC(=O)Cc1ccc(F)cc1
 : -20%	·	11%	6%	-0.7%	15%	1.0%	12%	0.5%
- O=C(Nc1ccccc1F)c1ccn[nH]1
 : -37%	1%	8%	10%	-2.3%	2%	0.5%	12%	-1.6%
- O=C(CNS(=O)(=O)c1cccc(C(F)(F)F)c1)Nc1ccccc1F
 : -27%	3%	14%	-3%	-3.4%	-8%	0.2%	2%	-2.7%
- COC(=O)c1ccccc1S(=O)(=O)N(CCCN1CCOCC1)Cc1cccs1
 : -18%	-7%	15%	-8%	-5.1%	15%	0.0%	-7%	2.5%
- COC(=O)c1cccc(OCC(O)Cn2cnc3cc(C)c(C)cc32)c1 (stereo not drawn)
 : 12%	-34%	1%	13%	-0.8%	10%	-0.1%	-3%	-1.4%
- COCCOC(=O)c1c(C)oc2ccc(NS(=O)(=O)c3ccc(F)cc3)cc12
 : -6%	-10%	6%	3%	0.9%	26%	0.4%	17%	-0.8%
- Cc1cccc(Nc2nc(NCc3ccco3)nc(N)c2[N+](=O)[O-])c1
 : -4%	-15%	10%	8%	2.4%	12%	0.2%	15%	-1.0%
- CCOC(=O)CCCNC(=O)COC(=O)[C@@H]1CCCN1S(=O)(=O)c1ccc(Cl)cc1
 : 18%	-16%	5%	0%	1.7%	6%	-0.2%	-7%	0.2%
- Cn1cnc([N+](=O)[O-])c1Sc1ncn[nH]1
 : -4%	8%	0%	5%	-2.1%	5%	0.3%	2%	-1.1%
- Cc1cccc(COc2ccc(/C=N/NC(=O)c3nnn(-c4nonc4N)c3C)cc2)c1
 : -28%	-9%	5%	8%	-2.0%	-6%	0.0%	18%	0.3%
- CN(C(=O)CSC1=Nc2ccccc2C2=NC(c3ccccc3)C(=O)N12)C1CCCCC1 (stereo not drawn)
 : -35%	-21%	10%	-4%	-11%	9%	0.2%	16%	-1.2%
- COC(=O)c1cc2occc2n1Cc1nc(-c2cccc(Cl)c2)oc1C
 : -31%	14%	8%	-2%	-0.5%	11%	1.9%	6%	5.0%
- CN1C(=O)CC(N2CCN(C(=O)c3ccccc3)CC2)C1=O (stereo not drawn)
 : -6%	-34%	8%	3%	-4.3%	11%	-0.1%	-1%	0.3%
- Cc1ccc(Nc2n[nH]c(C)c2[N+](=O)[O-])cc1
 : -38%	47%	4%	-4%	-2.5%	-54%	-0.1%	5%	-1.7%
- COc1ccc(/C=C/C(=O)NCc2ccc(F)cc2)cc1S(=O)(=O)N1CCOCC1
 : 21%	8%	10%	13%	-1.3%	1%	-0.1%	-6%	-1.4%
- COC(=O)c1ccc(-c2cc(CC3(C(=O)OC)CCN(C(=O)OC(C)(C)C)CC3)on2)cc1
 : -20%	-28%[20 µM]	7%	5%	-2.4%	6%	-0.2%	-9%	5.5%
- CCOC(=O)C1CCCCN1Cc1cccc(OC)c1OC (stereo not drawn)
 : 1%	-24%	16%	16%	-3.3%	-1%	0.2%	-6%	0.6%
- Cc1cc(NC(=O)c2ccccc2)n(-c2ccccc2)n1
 : -27%	-18%	9%	13%	-1.2%	9%	-0.2%	11%	-1.4%
- CCOc1ccccc1N(CC(=O)NCCc1ccc(OC)c(OC)c1)S(=O)(=O)c1ccccc1
 : -12%	20%	8%	2%	-5.2%	16%	·	-1%	-1.1%
- Cc1ccc(NC(=O)CSc2nccn2Cc2ccccc2)cc1C
 : -25%	8%	8%	17%	-1.0%	-37%	-0.3%	15%	-1.6%
- COc1ccc(CN(C(=O)Cn2nnc(-c3ccc(C)o3)n2)C(C(=O)NCC2CCCO2)c2ccco2)cc1 (stereo not drawn)
 : -29%	-14%[20 µM]	-21%	7%	·	4%	0.1%	13%	0.2%
- Cc1cc(Nc2ccc(Cl)cc2)n2ncnc2n1
 : 24%	-25%	0%	11%	-0.8%	10%	-0.2%	2%	2.3%
